BRCA1 expr up: BRCA1 expression activation; MCF7-BRCA1-FFLuc reporter, luminescence, 48 h; response scale: scaled: vehicle 0%, 10 µM genistein 100%; Potency, µM (highest dose often 46.1 µM), inactives show top-dose activation, usual class: activators; actives 1.1% (n = 380,000); AID 624202; also: potency is read from the fitted curve at half-maximal effect; nearly all actives have a fitted effect of over 80% in size; some results filed as inactive show a strong effect at the top dose
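MCF7 cells carrying a BRCA1-firefly luciferase reporter (2000 cells/well, phenol-red free MEM) were attached for 2 h at 37 °C, then given compounds for 48 h. Luminescence was read 15 min after luciferase reagent; activity normalized to genistein (10 microM) and DMSO.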
VP16 counter: Gal4-VP16 reporter inhibition counter-screen. actives 3.5% (n = 310,000). Drosophila S2 Gal4-VP16 UAS-luciferase, luminescence, 20 h. Potency, µM (highest dose often 53.6 µM), inactives show at the highest dose activity, negative = inhibition, most hits filed as inhibitors. AID 2546;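 also: Gal4-VP16 expression switched on by copper sulfate through the metallothionein promoter; potency is read from the fitted curve at half-maximal effect; % is scaled to controls: 0 for no effect and ±100 for the full control effect; nearly all actives have a fitted effect of over 50% in size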
Giardia kill: Giardia lamblia killing; AID 540267; actives 0.15% (n = 340,000); activity change, % at 7.66 µM, hits read low; Giardia lamblia trophozoite viability; in the data active = activity change below about -80%; inconclusive = between about -30% and that limit;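 also: parasites exposed to compound for two days anaerobically before the ATP read; % is scaled to controls: 0 for no effect and ±100 for the full control effect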
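Media and compound were dispensed first, then trophozoites at 100 cells/well; plates sat 48 hrs at 37 deg C without oxygen before ATP luminescence reagent was added and read after 15-30 min at room temperature.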
PKM2 activator: increases activity of human pyruvate kinase M2; actives 0.34% (n = 260,000); purified PKM2, Kinase-Glo ATP luminescence, activation; response scale: 0% is enzyme alone, no compound; Potency, µM (highest dose often 57.5 µM), inactives show top-dose activation, usual class: activators; AID 1631; also: potency is read from the fitted curve at half-maximal effect; % is scaled to controls: 0 for no effect and ±100 for the full control effect; nearly all actives have a fitted effect of over 55% in size
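hPK-M2, >95% pure; 0.1 mM ADP / 0.5 mM PEP final; imidazole pH7.2 buffer w/ 7 mM MgCl2, 50 mM KCl; 1 h RT; Kinase-Glo lum. Intermediate enzyme activity for dual inhibitor/activator qHTS.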
p53 reactivation: re-activators of mutant p53 | Potency, µM (highest dose often 92.2 µM), inactives show at the highest dose activity change, positive = activation, actives largely listed as activators | actives 0.063% (n = 320,000) | H1299 p53-A138V BP100-luciferase reporter, luminescence, 24 h | AID 504706; also: potency is read from the fitted curve at half-maximal effect; % of control where 0% means no effect; nearly all actives have a fitted effect of over 45% in size
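p53-null H1299 cells stably carrying temperature-sensitive p53-A138V and a BP100-luciferase reporter were pinned with compounds (4-point, 1:5 series) and held 24 hrs at 37 deg C. Luminescence was read 10 min after detection reagent.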
Menin MLL FP TR: inhibitors of human menin-MLL interaction, mutant MLL peptide. Menin + Texas Red MLL mutant peptide, fluorescence polarization. Potency, µM (highest dose often 61.6 µM), inactives show at the top dose FP activity change, negative = inhibition, usual class: inhibitors. actives 0.23% (n = 270,000). AID 1768; active = well fitted inhibition curve with a large enough effect in the polarisation, with a control signal flat, not every such curve was filed as active; inconclusive = small, poorly fitted or top-dose-only effect, or effect the other way, or a change in a side signal; inactive = no such curve, though single readings can be large or run the other way; the % refers to the polarisation; also: potency is read from the fitted curve at half-maximal effect; % of control where 0% means no effect; many of its hits are not listed in these tables
Target sequence (O00255 whole entry, looked up): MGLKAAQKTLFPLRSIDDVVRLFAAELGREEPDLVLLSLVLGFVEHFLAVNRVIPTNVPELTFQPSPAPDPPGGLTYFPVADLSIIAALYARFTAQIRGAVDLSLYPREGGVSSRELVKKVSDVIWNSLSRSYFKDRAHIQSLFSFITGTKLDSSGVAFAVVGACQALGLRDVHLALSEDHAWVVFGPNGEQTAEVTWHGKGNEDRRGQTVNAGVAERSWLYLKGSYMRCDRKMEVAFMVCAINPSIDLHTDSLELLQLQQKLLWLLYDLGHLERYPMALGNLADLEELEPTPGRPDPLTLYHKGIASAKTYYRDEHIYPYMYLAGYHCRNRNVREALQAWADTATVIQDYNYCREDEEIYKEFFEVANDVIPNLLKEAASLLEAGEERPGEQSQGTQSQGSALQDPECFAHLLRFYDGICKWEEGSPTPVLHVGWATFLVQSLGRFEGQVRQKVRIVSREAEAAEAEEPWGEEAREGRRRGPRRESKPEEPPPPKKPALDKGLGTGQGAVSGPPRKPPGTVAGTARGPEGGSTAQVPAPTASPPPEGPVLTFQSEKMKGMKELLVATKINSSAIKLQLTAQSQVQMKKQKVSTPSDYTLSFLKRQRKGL
RORg inh: ROR gamma (mouse) transcription inhibition | P51450 | Drosophila S2 Gal4-RORgamma UAS-luciferase reporter, 20 h | Potency, µM (series often up to 53.6 µM), for the others: top-dose activity change, negative = inhibition, actives largely listed as inhibitors | actives 5.4% (n = 310,000); also: potency is read from the fitted curve at half-maximal effect; % is scaled to controls: 0 for no effect and ±100 for the full control effect; nearly all actives have a fitted effect of over 60% in size
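Read-out: Photinus luciferase luminescence; inhibitors lower reporter signal. Insect Schneider cells with Gal4-ROR gamma fusion under metallothionein promoter, UAS reporter; 700 uM final copper sulfate induction, 20 hr, ambient temperature.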
NPC1 prom act: activators of NPC1 promoter; Huh7 NPC1 promoter luciferase reporter, 24 h; Potency, µM (series often up to 9.22 µM), without a hit: at the top dose activation, usual class: activators; actives 2.4% (n = 320,000);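 also: potency is read from the fitted curve at half-maximal effect; % of control where 0% means no effect; nearly all actives have a fitted effect of over 60% in size; reporter is driven by a mutant NPC1 promoter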
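Stably transfected Huh7 (NPC1 promoter→luciferase), 1500 cells/well in Opti-MEM + 10% FBS, 2 h settle, then compound 24 h at 37 °C. Luminescence after 10 min with Amplite reagent.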
FLuc counter: counter-screen for miR-21 project: firefly luciferase inhibitors or activators; P08659; actives 6.9% (n = 360,000); Potency, µM (titrated, usually from 57.5 µM), inactives show at the highest dose activity change, negative = inhibition, most hits filed as inhibitors; purified FLuc, Km substrates, luminescence inhibition;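 also: potency is read from the fitted curve at half-maximal effect; plate controls were vehicle for no effect and reference inhibitor for full effect; nearly all actives have a fitted effect of over 55% in size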
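Purified P. pyralis luciferase (10nM final) with 10uM D-luciferin and 10uM ATP (Km levels) in 50mM Tris acetate pH 7.5, 10mM Mg acetate, 0.01% Tween-20, 0.05% BSA; qHTS 6-point titration, ~60 µM downward; luminescence read.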
ELG1 genotoxic: induces genotoxicity in HEK293T cells with luciferase-tagged ELG1; HEK293T ELG1-luciferase reporter, luminescence, 16 h; Potency, µM (titrated, usually from 46 µM), inactives show at the top dose activity change, positive = activation, hits mostly activators; actives 1.3% (n = 330,000); AID 504466; also: potency is read from the fitted curve at half-maximal effect; % of control where 0% means no effect; nearly all actives have a fitted effect of over 60% in size
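DMSO vehicle served as control against compound-treated ELG1-luciferase HEK293T cells; exposure lasted 16 hr at 37 °C and 5% CO2, followed by ONE-Glo luminescence detection after 30 min.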
Rab9 prom act: Rab9 promoter activation | Potency, µM (doses to about 9.22 µM), for the others: at the top dose activation, negative = inhibition, usual class: activators | Huh7 Rab9 promoter-luciferase reporter, luminescence, 24 h | actives 2.8% (n = 320,000) | AID 485297; also: potency is read from the fitted curve at half-maximal effect; % of control where 0% means no effect; nearly all actives have a fitted effect of over 60% in size
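Luminescence from Amplite-detected luciferase (10 minutes, ambient) reports Rab9 promoter activation. Before that, stable Rab9-luciferase Huh7 cells (1500/well, reduced-serum OP-MEM I plus 10% FBS) were exposed to compound for 24 hours at 37C.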
* = called active by the depositor; ? = inconclusive; . = no result given; [ ] = dose if it differs, or a comment. Unless noted, calls follow the shape of the dose curve; as a rule, active = well fitted curve in the direction sought with a large enough effect; inconclusive = small, poorly fitted or top-dose-only effect, or another doubt; inactive = no such curve, though single readings can be large; an effect the other way counts as inactive or inconclusive.

smiles,VP16 counter,Menin MLL FP TR,p53 reactivation,Giardia kill,Rab9 prom act,BRCA1 expr up,NPC1 prom act,PKM2 activator,FLuc counter,ELG1 genotoxic,RORg inh
O=C(Nc1ccc(N2CCOCC2)cc1)C1CCN(C(=O)OCc2ccccc2)CC1,0%,.,4%,-1,0%,2.8µM*,1%,-1%,-1%,0%,18%
COc1ccccc1NC(=O)Nc1nc(CC(=O)Nc2cc(F)ccc2F)cs1,.,.,2%,-1,0%,-41%,1%,.,?,-6%,.
Cc1ccc2c(c1)c1c3n2CCN(C=O)C3CCC1 (configuration not stated),-2%,-1%,.,5,-3%,-40%,-1%,0%,5%,-2%,15%[1.91 µM]
COc1ccc([N+](=O)[O-])cc1N/C(=N/S(=O)(=O)c1ccccc1)c1ccccc1,23%,-7%,0%,9,-3%,-14%,-1%,17%,-4%,0%,23%
COc1ccc(CCNC(=O)C2=COCCO2)cc1,5%,3%,12%,-9,5%,69%,13%,2%,-19%,15%,-13%
COc1ccc(CN2C(=O)CSC2c2ccccn2)cc1 (configuration not stated),-20%,.,-2%,-19,-6%,-6%,-1%,0%,1%,-3%,2%
O=C1Nc2cc(Cl)c(Cl)cc2N(O)N1c1ccc(Cl)cc1,-10%,25%,0%,-8,-1%,-3%,1%,0%,?,1%,-1%
CCOc1ccc(N2C(=O)C3ON(c4ccccc4)C(c4cccs4)C3C2=O)cc1 (configuration not stated),0%,2%,-2%,-14,-8%,0%,-3%,2%,1%,0%,27%
COc1ccc(N(CC(=O)Nc2nc3ccc(C)cc3s2)S(=O)(=O)c2c(C)nn(C)c2C)cc1,-7%,7%,17%,14,0%,-27%,-3%,-11%,?,-11%,0%
O=S(=O)(NCCC1CC1(Cl)Cl)c1ccc(Cl)cc1 (configuration not stated),?,.,0%,6,-5%,-29%,-1%,9%,-1%,0%,5%
COc1ccc(/C(C)=N/Nc2ncc(Cl)cc2Cl)c(O)c1,0.79µM*,24%,13%,11,-25%,-75%,-17%,1%,-19%,-2%,0.11µM*
c1ccc(N2CCN(c3ccccc3)C2c2cccs2)cc1,19%,21%,?,11,26%,61%,17%,-5%,?,?,?
Cc1cccc(NC(=O)CC2S/C(=N/c3nccs3)N(C)C2=O)c1 (configuration not stated),-13%,0%,-8%,-9,7%,-8%,-1%,1%,6%,-1%,-30%
CC(C)(C)c1ccc(C(=O)NNC(=O)c2ccncc2)cc1,-11%,11%,-7%,-1,11%,11%,9%,-1%[11.5 µM],19µM*,3%,-15%
CCN(CC)c1ncn(Cc2c(Cl)cccc2Cl)c2ncnc1-2,8%,7%,-5%,-9,-7%,-24%,-7%,1%,-11%,-4%,1%
CCN(C(=O)Nc1ccccc1OC)c1c(N)n(Cc2ccccc2)c(=O)[nH]c1=O,8%,-3%,1%,-5,-1%,-23%,1%,3%,-2%,-3%,-14%
COc1ccc(NC(=O)c2cc(-c3ccc(C)cc3)on2)cc1,5%,0%,.,15,13%,40%,18%,10%,-12%,3%,-16%
CCCNC(=O)C1CCN(S(=O)(=O)c2ccc(Br)cc2)CC1,-21%,-4%,8%,14,0%,-14%,-5%,9%,4%,-1%,-15%
O=C(CC1C(=O)NCCN1Cc1cccc(Oc2ccccc2)c1)NCc1cccnc1 (configuration not stated),5%,-9%,-4%,5,-5%,-17%,-2%,16%,-2%,0%,3%
CCc1ccc(NC(=O)CCNS(=O)(=O)c2cccc3nsnc23)cc1,7%,.,-4%,-16,-4%,0%,1%,4%,-1%,0%,-13%
Cc1ccccc1N1C(=O)C2C3CC(=O)C(c4ccccc43)C2C1=O (configuration not stated),-8%,-9%,-3%,-20,-3%,10%,-5%,1%,0%,6%,0%
CC(=O)c1ccc(NC(=S)Nc2ccc(N3CCOCC3)cc2)cc1,-10%,5%,1%,11,-2%,37%,-3%,.,-3%,2%,-23%
O=C1N(Nc2ccccc2)C(c2ccc(Br)cc2)C12CCCCC2 (configuration not stated),4%,-13%,2%,-7,-5%,0%,-1%,0%,1%,6%,2%
O=C(C(c1ccccc1)c1ccccc1)N1CCN(Cc2ccc(Br)cc2)CC1,1%,.,-3%,0,-4%,-20%,-2%,-6%,1%,-16%,6%
COc1cc(Br)c(C(=O)c2nccc3cc(OC)c(OC)cc23)cc1OC,.,22%,.,12,-5%,-33%,2%,-9%,1%,11%,.
CCCCC(c1nnnn1CS(=O)(=O)c1ccc(C)cc1)N1CCC(C(N)=O)CC1 (configuration not stated),-1%,-1%,-1%,0,0%,-8%,-2%,2%,2%,-1%,-8%
Cc1cc(OCC(=O)Nc2ccccc2C(N)=O)c2c(C)cc(=O)oc2c1,3%,-3%,.,-19,-9%,-37%,-7%,13%,-1%,0%,-3%
C[C@]12CC(O)C3C(CCC4=CC(=O)CC[C@@]43C)C1CCC2c1csc(-c2ccccc2)n1 (some centres not stated),-11%,-9%,2%,7,-15%,-36%,-6%,-15%,-3%,-3%,-12%
C/C(CC(=O)Nc1ccc(Cl)c(C(F)(F)F)c1)=N\NC(=O)c1cccc(O)c1,-2%,18%,?,2,0%,-3%,-2%,6%,-12%,-3%,1%
CCCCn1c(N)c(N(CC(C)C)C(=O)CSc2n[nH]c(-c3ccc(C)cc3)n2)c(=O)[nH]c1=O,.,.,3%,-6,0%,6%,1%,.,11µM*,4%,.
O=C(Cc1n[nH]c(=O)c2ccccc12)Nc1cc(C(F)(F)F)ccc1-n1cncn1,.,.,-4%,-10,3%,-29%,-1%,.,-2%,-6%,.
Cc1ccc(OCC(=O)Nc2c(C)nn(-c3ccccc3)c2C)c(Br)c1,.,.,-10%,-6,1%,-25%,-5%,.,-2%,-8%,.
COCCNc1nc(NCc2ccccc2)c2cnn(C)c2n1,5%,10%,-5%,?,0%,6%,0%,3%,0%,-1%,-3%
COc1ccc(OC)c2[nH]c(=O)c(CCNS(=O)(=O)c3ccc(C)cc3)cc12,-24%,-8%,-1%,-8,4%,-16%,6%,9%,-1%,0%,29%
CCOC(=O)c1cnn(Cc2cccc(Cl)c2)c1C,-24%,-6%,-4%,30[activator],-2%,-7%,14%,-3%,-10%,-4%,?
CCOC(=O)c1cnc(NCc2ccccc2)nc1C,25%,-2%,?,-15,?,20%[1.84 µM],25%,5%,?,15µM*,19%

Part of the list above in order of length of the SMILES, smallest number first:
smiles,VP16 counter,Menin MLL FP TR,p53 reactivation,Giardia kill,Rab9 prom act,BRCA1 expr up,NPC1 prom act,PKM2 activator,FLuc counter,ELG1 genotoxic,RORg inh
CCOC(=O)c1cnn(Cc2cccc(Cl)c2)c1C,-24%,-6%,-4%,30[activator],-2%,-7%,14%,-3%,-10%,-4%,?
O=C1N(Nc2ccccc2)C(c2ccc(Br)cc2)C12CCCCC2 (configuration not stated),4%,-13%,2%,-7,-5%,0%,-1%,0%,1%,6%,2%
Cc1ccccc1N1C(=O)C2C3CC(=O)C(c4ccccc43)C2C1=O (configuration not stated),-8%,-9%,-3%,-20,-3%,10%,-5%,1%,0%,6%,0%
Cc1ccc(OCC(=O)Nc2c(C)nn(-c3ccccc3)c2C)c(Br)c1,.,.,-10%,-6,1%,-25%,-5%,.,-2%,-8%,.
O=C(Cc1n[nH]c(=O)c2ccccc12)Nc1cc(C(F)(F)F)ccc1-n1cncn1,.,.,-4%,-10,3%,-29%,-1%,.,-2%,-6%,.

Source: PubChem BioAssay (National Center for Advancing Translational Sciences (NCATS))

Not all compounds are listed; the hit share may differ from the screen's.
